Assay outcomes deposited in PubChem BioAssay by several laboratories.
ADAM17 inh – inhibitors of human ADAM17 | P78536 | recombinant ADAM17, EDANS/DABCYL FRET peptide cleavage | inhibition, % at 6.95 µM | 370,000 compounds, 0.83% hits;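 active = inhibition above the mean of compounds lying between control limits plus 3 SD, set per campaign, cut at about 8.5% in these data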;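 also: 0% = DMSO-only wells as the low control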
NR1D1 modulator – modulates human Rev-erb alpha binding to DNA; P20393; activity, % at 10 µM; Rev-erbα–FITC-DNA binding, fluorescence polarization, 90 min; AID 1259318; 370,000 compounds, 0.79% hits;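 active = activity above about 14%, limit read from the data; passing the limit was not always enough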;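 also: 0% = DMSO wells with 35 nM protein and 100% = DMSO wells with 750 nM protein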
Target sequence (P20393 whole entry, looked up): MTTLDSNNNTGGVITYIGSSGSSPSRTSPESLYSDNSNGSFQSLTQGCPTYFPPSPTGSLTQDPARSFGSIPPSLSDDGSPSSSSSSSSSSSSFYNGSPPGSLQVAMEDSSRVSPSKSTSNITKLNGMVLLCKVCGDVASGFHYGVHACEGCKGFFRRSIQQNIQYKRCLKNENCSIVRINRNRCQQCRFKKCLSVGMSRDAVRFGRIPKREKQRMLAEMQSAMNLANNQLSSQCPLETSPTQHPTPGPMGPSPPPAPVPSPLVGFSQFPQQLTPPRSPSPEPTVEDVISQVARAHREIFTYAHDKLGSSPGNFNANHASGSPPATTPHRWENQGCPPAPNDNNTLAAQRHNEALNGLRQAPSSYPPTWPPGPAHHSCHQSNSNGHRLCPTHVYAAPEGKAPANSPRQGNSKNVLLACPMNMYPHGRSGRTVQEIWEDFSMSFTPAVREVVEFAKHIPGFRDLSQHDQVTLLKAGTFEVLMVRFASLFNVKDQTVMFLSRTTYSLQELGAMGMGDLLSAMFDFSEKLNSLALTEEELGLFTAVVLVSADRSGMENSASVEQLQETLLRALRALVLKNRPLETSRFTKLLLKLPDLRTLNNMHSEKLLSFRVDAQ
PLCg1 inh – blocks human PLC-gamma1 enzyme activity | P19174 | purified PLC-gamma1, fluorogenic substrate, fluorescence | inhibition, % at 12.2 µM | 370,000 compounds, 0.84% hits | AID 720700; in the data active = inhibition above about 9.5%
SMARCA2 activ – activators of SMARCA2 function; MG213 cells, MMTV-luciferase reporter, dexamethasone, overnight; activation, % at 9.1 µM; 370,000 compounds, 1% hits; AID 652017; in the data active = activation above about 7.8%;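 also: 0% = vehicle wells and 100% = reference activator wells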
MBD2 DNA inh – MBD2-methylated oligo binding inhibition. TR-FRET, MBD2 binding to methylated oligonucleotide. inhibition, % at 4.4 µM. 370,000 compounds, 0.31% hits; in the data active = inhibition above about 13%
DAX1 inh-1 – NR0B1 (DAX1) inhibition | P51843 | HEK293 Gal4-DAX1 luciferase reporter, luminescence | inhibition, % at 6.75 µM | 340,000 compounds, 0.99% hits | AID 504766;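 active = inhibition above the mean over all tested compounds plus 3 SD, cut at about 4.2% in these data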;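 also: 0% = DAX1-transfected cells with DMSO and 100% = empty-vector control cells with DMSO; inhibition shows as a rise in luminescence from relieved DAX1 repression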
Target sequence (P51843 207-470 limits assumed): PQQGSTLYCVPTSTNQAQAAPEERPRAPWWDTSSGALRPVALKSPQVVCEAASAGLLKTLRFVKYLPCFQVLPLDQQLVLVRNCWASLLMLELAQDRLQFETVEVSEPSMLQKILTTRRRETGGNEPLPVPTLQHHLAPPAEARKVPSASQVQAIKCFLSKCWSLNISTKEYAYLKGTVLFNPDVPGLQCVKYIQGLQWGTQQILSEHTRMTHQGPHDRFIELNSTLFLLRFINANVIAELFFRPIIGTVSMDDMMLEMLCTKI
PLC-beta3 inh – blocks human PLC-beta3 enzyme activity; 370,000 compounds, 0.18% hits; Purified PLC-beta3, fluorogenic substrate, fluorescence; Q01970; AID 720704; inhibition, % at 12.2 µM; in the data active = inhibition above about 11%;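 also: 0% = median of compound wells on plate and 100% = full blocker control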
DAX1 inh-2 – inhibitors of DAX1 repression of SF-1 activated StAR promoter; HEK293T StAR-luciferase reporter, SF-1/DAX-1 repression relief; inhibition, % at 6.8 µM; 370,000 compounds, 1.1% hits; AID 652010;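 active = inhibition above the mean over all tested compounds plus 3 SD, cut at about 3.6% in these data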;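 also: 0% = DAX-1 cells with DMSO and 100% = cells lacking DAX-1 with DMSO; higher inhibition means more luminescence from relief of DAX-1 repression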
hcDAF12 agonist – activators of H. contortus DAF-12 nuclear receptor | HEK293 hcDAF-12 lit1-tk-luc reporter, luminescence; 0% DMSO, 100% Δ7-dafachronic acid | activation, % at 6.8 µM | 370,000 compounds, 1.4% hits;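 active = activation above the mean of all tested compounds plus 3 SD, cut at about 5.5% in these data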;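 also: 100% = response to 3 µM Δ7-dafachronic acid high control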
hgDAF-12 ag – agonists of H. glycines DAF-12 nuclear receptor. HEK293 GAL4-hgDAF12 UAS-luciferase reporter, agonist luminescence; normalized to butyrate control. activation, % at 6.8 µM. 370,000 compounds, 1.8% hits. AID 687014;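 active = activation above a cutoff set at the mean of all screened compounds plus 3 SD, cut at about 10% in these data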;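 also: 0% = DMSO wells and 100% = sodium butyrate wells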
ssDAF12 agonist – activators of S. stercoralis DAF-12 nuclear receptor. activation, % at 6.8 µM. HEK293 ssDAF-12/GRIP1 lit1-tk-luc reporter, luminescence; % of 3 µM dafachronic acid response. AID 652126. 370,000 compounds, 1% hits;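 active = activation above the mean over all tested compounds plus 3 SD, cut at about 0.9% in these data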;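 also: 0% = DMSO-only wells and 100% = 3 µM delta7-dafachronic acid wells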
Starred values were filed as active, the others as inactive; · = no result given.

SMILES	ADAM17 inh	NR1D1 modulator	PLCg1 inh	SMARCA2 activ	MBD2 DNA inh	DAX1 inh-1	PLC-beta3 inh	DAX1 inh-2	hcDAF12 agonist	hgDAF-12 ag	ssDAF12 agonist
O=C(c1ccco1)N1CCN(S(=O)(=O)c2ccccc2[N+](=O)[O-])CC1	-1	-1	5	3	0	-0.2	3	-0.3	-0.6	0.1	-0.8
CCOC(=O)C1=C(COC(=O)c2ccc(C)s2)NC(=O)NC1C (stereo not given)	-3	2	-1	-3	8	0.1	-10	0.4	-1.5	-2.5	-1.5
O=C(CCl)Nc1cc(S(=O)(=O)N2CCCCCC2)ccc1Cl	2	1	3	5	-4	-2.4	2	-2.0	-0.3	-6.9	-0.4
Cc1cc(C)cc(N(CC(=O)NCC2CCCO2)C(=O)CN2C(=O)COc3ccccc32)c1 (stereo not given)	-2	-1	-1	1	2	-0.3	2	-0.1	-1.3	-2.7	-1.5
COc1cc(C(=O)N2CCc3ccccc32)c([N+](=O)[O-])cc1OC	-4	-5	-2	-1	2	0.7	-5	-0.1	2.7	1.2	0.8
CCCn1c(N/N=C\C=C\c2ccccc2)nc2c1c(=O)[nH]c(=O)n2C	1	5	-44	0	-2	-1.0	-52	0.7	-1.0	-1.8	-1.6
COC(=O)c1cc2c(c3c4cc(C)ccc4n(S(=O)(=O)c4ccccc4)c13)C(=O)N(Cc1ccc(C(F)(F)F)cc1)C2	-2	-3	2	-3	4	·	-1	0.4	0.0	0.5	-1.0
COc1cccc(-c2nc(N3CCN(Cc4ccccc4)CC3)c3ccccc3n2)c1O	-3	-2	-1	-3	3	3.5	-4	-0.2	1.3	-1.6	0.2
CCCOc1ccc(NC(=O)CC2C(=O)N(CC)C(=S)N2Cc2cccs2)cc1 (stereo not given)	0	3	2	-2	-3	-1.2	0	0.5	-0.4	3.1	-1.7
C=CCNC(=O)/C(=C/c1cn(-c2ccccc2)nc1-c1cccc([N+](=O)[O-])c1)NC(=O)c1ccccc1	-1	-1	4	2	6	-0.2	-3	-0.1	-0.8	0.2	-1.3
CCn1c(=O)c2sccc2n(Cc2cccc(C)c2)c1=O	0	0	1	2	-3	0.6	-4	0.2	-1.3	-2.5	-1.5
CCCCC1=C([O-])C2N=CC=CC2=[N+](c2ccccn2)C1=O (stereo not given)	-1	3	6	-1	-1	0.9	-4	0.6	-0.4	-1.6	-1.2
COC(=O)CCCC1=CC2=C(c3ccccc3)C(=O)C(C)(OC(=O)C3CCCC3)C(=O)C2=CN1C1CCCCC1 (stereo not given)	-4	0	-15	-1	-4	0.1	-14	1.1	-0.3	0.5	-1.7
O=C(COC(=O)c1ccc(O)cc1O)Nc1ccc(Cl)cn1	-2	6	-7	-1	1	0.6	-12	-0.9	-1.3	4.2	-1.0
Cc1ccc(NC(=O)N2CCC(C(=O)NCCC3=CCCCC3)CC2)cc1	3	-2	-1	-1	-9	-0.6	0	-0.5	-0.5	0.9	-0.4
Cc1onc(-c2ccccc2Cl)c1C(=O)Nc1cccnc1	-1	6	-1	-1	1	-0.1	-2	-0.4	-1.2	-0.7	-1.5
CC(=O)N1CCN(C(=O)COC(=O)CNC(=O)c2ccc(C)cc2)CC1	-3	2	-6	2	-3	-0.4	-2	3.5	0.3	3.2	-0.4
O=C(c1ccco1)N1CCN(C2CN(C3CCCCC3)S(=O)(=O)C2)CC1 (stereo not given)	-4	2	0	-6	0	·	-2	3.9*	-0.4	-0.5	-0.9
CC(C)OC(=O)c1cc(=O)[nH]c2ccccc12	-35	-1	-105	0	1	0.0	-127	-0.7	-1.0	0.7	0.1
CCN(CC(=O)Nc1ccccc1OC)C(=O)CN1C(=O)NC(C)(c2ccc3ccccc3c2)C1=O (stereo not given)	-1	1	3	0	-4	0.3	-3	0.2	-1.2	-0.8	-1.6
O=C(Nc1ccc(NC(=O)c2ccco2)c(Cl)c1)c1cccc([N+](=O)[O-])c1	1	4	5	3	1	-0.5	2	-0.9	-1.3	-3.0	-1.6
CC(C)C(=O)Nc1ccc(N2CCOCC2)c(S(=O)(=O)Nc2ccccc2Cl)c1	-2	1	-1	-3	1	-0.6	-6	-1.7	-2.8	-6.2	-1.2
Cc1ccc(NC(=O)CS(=O)c2ccccc2N)c(C)c1 (stereo not given)	0	-1	0	1	4	0.5	0	0.4	2.1	4.6	-0.5
COc1cccc(CC(=O)Nn2c(C)nc3ccccc3c2=O)c1	-4	-3	1	-2	-2	0.8	2	0.7	0.1	0.2	-1.1
C/C(CC(=O)Nc1cc(C)ccn1)=N\NC(=O)c1cccc(C)c1	-5	1	-18	2	-7	-0.3	0	0.7	-0.3	-0.2	-1.2

Carrying on:
SMILES	ADAM17 inh	NR1D1 modulator	PLCg1 inh	SMARCA2 activ	MBD2 DNA inh	DAX1 inh-1	PLC-beta3 inh	DAX1 inh-2	hcDAF12 agonist	hgDAF-12 ag	ssDAF12 agonist
COc1ccc(S(=O)(=O)N2CCOCC2)cc1NC(=O)CSc1n[nH]c(C(C)C)n1	-1	4	-4	3	0	0.5	-1	0.2	-0.4	0.6	-1.3
O=C1N=c2ccccc2=C1c1sc(=O)[nH]c1O	-2	5	0	-2	-16	·	-7	-0.2	-1.1	-0.5	-0.8
COc1ccccc1CN=C1Nc2ccccc2CS1	0	2	1	0	-1	0.1	2	-0.4	0.0	5.8	-1.2
Cc1ccc(C(=O)N2C(CC(=O)Nc3ccc(Cl)cc3)C(=O)NC3CCCCC32)cc1 (stereo not given)	0	9	2	2	0	1.5	-3	-0.3	-3.0	3.6	-0.8
O=C(CSc1cn(CCNC(=O)c2cccs2)c2ccccc12)NCc1ccccc1	0	0	0	-3	0	0.1	0	-1.4	0.2	-1.6	-1.7
CCOC(=O)C(=Cc1ccc(-c2ccsc2C(=O)OC)o1)C(=O)OCC	1	-1	-49	6	4	0.9	-71	0.3	-0.4	0.6	-1.3
CCc1nnc(NC(=O)c2cc3c(s2)CCCCC3)s1	-2	16	1	2	-4	1.0	1	0.8	-0.4	5.1	-0.5
CC1(C)CC(=O)C=C(c2ccc3[nH]ccc3c2)C1	8	-4	-11	1	-1	1.9	-12	-1.0	1.7	1.4	-1.0
CSc1ccc(S(=O)(=O)NCc2ccccc2Cl)cc1	0	-5	4	-1	-2	-0.2	1	-1.0	-2.4	-2.9	0.1
CC(C)C[C@@H]1COc2cccc(N3CCC[C@H]3CO)c2S(=O)(=O)N1	-5	3	-3	-3	3	·	-10	3.6*	2.2	0.5	-0.8
Cn1cccc1C(=O)NC(=O)COC(=O)CC12CC3CC(CC(C3)C1)C2	0	-1	0	1	-4	0.1	-3	-0.1	-0.7	-1.5	-0.1
CCCNS(=O)(=O)c1ccc(OCC(=O)Nc2ccc3c(c2)OCCO3)c(C)c1	-3	-10	2	1	-1	-2.7	-6	-2.8	-2.4	-2.0	-0.9
CCCCN1C(=O)C(O)(CC(=O)c2ccccc2OC)c2ccccc21 (stereo not given)	1	3	1	-1	0	2.5	10	-0.2	0.8	0.6	-1.2
CC(C)C(NC(=O)c1ccc(Cl)cc1Cl)C(=O)N1CCN(S(=O)(=O)c2ccccc2)CC1 (stereo not given)	2	2	3	6	0	-1.1	0	-0.2	-0.7	1.0	-0.6
O=C(CCn1c(=S)oc2ccccc21)Nc1cccc(F)c1	0	1	1	-4	5	-0.9	0	-0.2	7.5*	-0.7	-1.3
CS(=O)(=O)N1CCN=C1SCc1ccc(Br)cc1	0	4	3	2	-7	-0.5	-6	-0.2	2.3	-1.4	-1.0
CCOc1ccc(/C(O)=C2/C(=O)C(=O)N(CCN(CC)CC)C2c2ccco2)cc1 (stereo not given)	-1	-2	-3	7	0	-0.3	-6	0.1	-0.9	2.5	-0.4
COC(=O)c1ccccc1S(=O)(=O)NNC(=O)c1ccccc1-n1cccc1	-5	-1	-4	-1	4	0.6	-10	0.4	-0.9	0.0	-0.3
CC(=O)NCCNc1nc2cc(-c3ccc(C)cc3)sc2c(=O)n1C	-16	-5	-3	-4	-10	·	-5	-3.5	-2.3	0.8	-1.6
COC(=O)c1cc(S(=O)(=O)N(Cc2ccccc2)C(C)(C)C)c[nH]1	-3	-4	3	-2	2	0.2	-5	-0.7	3.0	0.6	-0.5
CC(=O)c1ccc(NC(=O)c2ccc(CNc3c(N4CCOCC4)c(=O)c3=O)cc2)cc1	-8	-1	-2	-3	5	0.2	-6	0.3	-0.9	5.6	-1.4
CS(=O)(=O)Cc1nc2ccccc2n1CC(=O)Nc1cccc(S(=O)(=O)N2CCCC2)c1	-1	4	-1	-1	1	0.8	-10	0.1	-2.0	0.7	-1.4
CCN(CC)CCC(=O)N1c2ccccc2CCc2ccc(NC(=O)OC(C)C)cc21	1	-3	3	0	-7	3.2	-4	0.2	4.3	-0.8	-1.3
